procasp7 counter – activates human procaspase-7, counter-screen for procaspase-3 activators | recombinant procaspase-7, Ac-DEVD-pNA absorbance 405 nm; D23A/D198A/D206A triple mutant, cannot self-cleave; scale: DMSO 0, 5 µM enzyme 100 | hit rate 0.093% among 330,000 | AID 463210 | P55210 | activation, % at 8.5 µM;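 active = percent activation above the screen-wide mean plus 3 SD, cut at about 25% in these data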
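Assay system: Uncleavable procaspase-7 mutant enzyme; Input: 2 µM procaspase-7 mutant as dispensed; Also added: DEVD-pNA substrate; Medium: Zinc-free HEPES pH 7.4 with 300 mM NaCl, 0.01% Triton X-100; Timing: 1 h compound preincubation, 2 h substrate cleavage, 25 °C; Measured by: Epi-absorbance of released pNA at 405 nm, two timepoints.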
RPL19A-GFP yeast – alters RPL19A-GFP fluorescence in TOR pathway yeast screen | S. cerevisiae RPL19A-GFP strain, flow cytometry, 3 h; stronger effect = lower value | percent response vs DMSO, % at 10 µM | hit rate 0.3% among 330,000;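 active = percent response vs DMSO below 50%; inconclusive = fewer than 70 events counted for the yeast strain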;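 note: median channel GFP fluorescence of the barcoded RPL19A-GFP strain; ratio of sample median GFP to plate DMSO average so 100% = DMSO; lower means less RPL19A-GFP as with rapamycin TOR inhibition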
LAP4 TOR yeast – alters LAP4-GFP fluorescence in TOR pathway yeast screen; S. cerevisiae LAP4-GFP multiplex, flow cytometry GFP, 3 h; median GFP as percent of DMSO wells; GFP response vs DMSO, % at 10 µM; hit rate 0.34% among 320,000;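 active = GFP response vs DMSO above a set limit, about the screen mean plus 3 SD, cut at about 150% in these data; inconclusive = under 70 cell events counted for the yeast strain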
EBNA-1 inh – blocks EBNA-1 binding to DNA; EBNA-1 DNA binding, fluorescence polarization; hit rate 0.34% among 300,000; AID 1950; inhibition, % at 14.8 µM; in the data active = inhibition above about 28%
ZTA counter – blocks Epstein-Barr virus ZTA, an EBNA-1 counter-screen; P03206; ZTA-DNA binding, fluorescence polarization; inhibition, % at 11 µM; hit rate 0.15% among 320,000; AID 2234; in the data active = inhibition above about 33%
MEP2-GFP yeast – modulators of TOR pathway MEP2-GFP in S. cerevisiae | S. cerevisiae MEP2-GFP strain, flow cytometry GFP, 3 h; 100% = DMSO control level | hit rate 0.51% among 330,000 | GFP response vs DMSO, % at 10 µM;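 active = GFP response versus DMSO above a set limit, roughly screen mean plus 3 SD, cut at about 180% in these data; inconclusive = fewer than 70 cells counted for a yeast strain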;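 note: median GFP fluorescence of the barcode-gated MEP2-GFP cells per well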
AHR act – human AHR activation. activation, % at 5 µM. hit rate 2.5% among 320,000. AID 2796. AHR-responsive luciferase reporter cells, luminescence; in the data active = activation above about 47%;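 note: 0% = vehicle wells and 100% = reference agonist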
Target sequence (P35869 whole entry, looked up): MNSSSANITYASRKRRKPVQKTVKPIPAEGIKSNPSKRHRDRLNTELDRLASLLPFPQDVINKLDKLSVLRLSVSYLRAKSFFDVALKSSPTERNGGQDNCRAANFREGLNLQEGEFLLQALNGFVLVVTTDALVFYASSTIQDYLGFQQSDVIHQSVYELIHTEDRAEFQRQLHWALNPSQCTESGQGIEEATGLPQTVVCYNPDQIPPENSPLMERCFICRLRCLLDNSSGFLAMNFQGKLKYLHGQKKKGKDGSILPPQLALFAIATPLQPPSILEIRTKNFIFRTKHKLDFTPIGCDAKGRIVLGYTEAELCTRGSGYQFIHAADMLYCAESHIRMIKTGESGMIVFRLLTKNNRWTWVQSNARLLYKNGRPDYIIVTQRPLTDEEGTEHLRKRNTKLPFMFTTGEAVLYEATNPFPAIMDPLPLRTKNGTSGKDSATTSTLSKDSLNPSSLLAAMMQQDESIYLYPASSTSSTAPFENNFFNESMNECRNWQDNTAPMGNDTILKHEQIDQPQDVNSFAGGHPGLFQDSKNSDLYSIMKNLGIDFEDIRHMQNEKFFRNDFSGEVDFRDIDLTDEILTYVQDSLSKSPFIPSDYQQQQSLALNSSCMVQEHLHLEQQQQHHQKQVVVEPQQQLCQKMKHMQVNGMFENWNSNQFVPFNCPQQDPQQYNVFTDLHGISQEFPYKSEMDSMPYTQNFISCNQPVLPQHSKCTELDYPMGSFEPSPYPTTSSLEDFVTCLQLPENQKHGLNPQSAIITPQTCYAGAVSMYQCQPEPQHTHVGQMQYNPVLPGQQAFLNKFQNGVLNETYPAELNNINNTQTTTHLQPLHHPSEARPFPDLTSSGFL
proCasp3 act – activators of human procaspase-3; P42574; hit rate 0.11% among 330,000; activation, % at 8.5 µM; recombinant procaspase-3 D3A, Ac-DEVD-pNA absorbance 405 nm;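 active = activation above the mean of all tested compounds plus 3 SD, cut at about 21% in these data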;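 note: 0% = DMSO alone and 100% = DMSO wells spiked with extra 5 µM PC-3 D3A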
Target sequence (P42574 whole entry D9A/D28A/D175A): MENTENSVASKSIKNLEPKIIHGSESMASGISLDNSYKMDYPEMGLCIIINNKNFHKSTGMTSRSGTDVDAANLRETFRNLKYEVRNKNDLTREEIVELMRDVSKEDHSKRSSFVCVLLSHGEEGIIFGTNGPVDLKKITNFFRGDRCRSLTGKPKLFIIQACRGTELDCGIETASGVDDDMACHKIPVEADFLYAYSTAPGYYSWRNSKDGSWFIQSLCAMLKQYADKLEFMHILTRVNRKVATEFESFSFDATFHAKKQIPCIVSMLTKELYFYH
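Technique: 405 nm absorbance of p-nitroaniline, reads at 0 and 120 min; Test system: Procaspase-3 D3A mutant; Incubation: 1 h enzyme-compound preincubation, then 2 h substrate reaction, 25 °C; Repeats: singlicate, each compound tested once; Benchmarks: low control DMSO wells, high control DMSO plus 5 µM PC-3 D3A.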
* = called active by the depositor; ? = inconclusive; / = no result given. Random draw from the library (roughly 3.8% active in at least one column).

nr | Molecule | AHR act | RPL19A-GFP yeast | proCasp3 act | procasp7 counter
1 | CC(C(=O)NCc1cccnc1)c1ccc([N+](=O)[O-])cc1 (stereo not given) | 1 | 101 | 5 | -4
2 | CCC(C)(C)NC(=O)C(c1ccc(C)cc1)N(CC1CCCO1)C(=O)c1csnn1 (stereo not given) | -1 | 98 | 1 | -2
3 | CS(=O)(=O)c1ccc(N)c(SSc2cc(S(C)(=O)=O)ccc2N)c1 | -2 | 111 | -13 | -38
4 | O=C(COC(=O)/C=C/c1ccco1)NCCc1ccccc1 | 0 | 92 | 2 | 2
5 | Cc1cc(C)n2nc(C(=O)Nc3cc(S(=O)(=O)N4CCCCC4)ccc3C)nc2n1 | 1 | 96 | 5 | 1
6 | CCOC(=O)Nc1ccc2c(c1)N(C(=O)CN1CCN3CCCC3C1)c1ccccc1CC2 (stereo not given) | 1 | 101 | -4 | 4
7 | O=C(CCC(=O)c1ccccc1)NCCOc1ccccc1 | -1 | 94 | 13 | -1
8 | N#CC1(NC(=O)CSc2ccccn2)CCCCC1 | -2 | 85 | -5 | 2

nr | LAP4 TOR yeast | EBNA-1 inh | MEP2-GFP yeast | ZTA counter
1 | 99 | -7 | 105 | -3
2 | 97 | 3 | 95 | -8
3 | 111 | 3 | 96 | -12
4 | 99 | -6 | 97 | 4
5 | 100 | / | 99 | /
6 | 100 | -2 | 105 | 4
7 | 102 | -7 | 87 | -2
8 | 91 | -10 | 89 | 9

The list goes on, starting with the last three of the part before.
nr | Molecule | AHR act | RPL19A-GFP yeast | proCasp3 act | procasp7 counter
6 | CCOC(=O)Nc1ccc2c(c1)N(C(=O)CN1CCN3CCCC3C1)c1ccccc1CC2 (stereo not given) | 1 | 101 | -4 | 4
7 | O=C(CCC(=O)c1ccccc1)NCCOc1ccccc1 | -1 | 94 | 13 | -1
8 | N#CC1(NC(=O)CSc2ccccn2)CCCCC1 | -2 | 85 | -5 | 2
9 | COCCN(C(=S)Nc1ccc(C)cc1C)C(C)c1ccco1 (stereo not given) | -3 | 100 | -3 | -3
10 | C/C(=N/NS(=O)(=O)c1ccc(C)cc1)c1ccc(NC(=O)C(F)(F)F)cc1 | 0 | 96 | -4 | 1
11 | COc1ccc(-c2ccc(C#N)c(SCC(=O)Nc3sc4c(c3C#N)CCC4)n2)cc1 | 11 | 100 | -3 | -4
12 | C[C@H](N)c1nnc(SCc2ccc(Cl)cc2Cl)o1 | 2 | 102 | 14 | 7
13 | COc1ccc(C(=O)CN2C(=O)NC3(CCCCCC3)C2=O)cc1 | 4 | 114 | 2 | -1
14 | Cc1ccc(S(=O)(=O)N2CCOCC2)c(C)c1NS(C)(=O)=O | 1 | 104 | 6 | -2
15 | Cc1nnsc1C(=O)NC1CCCCC1 | -1 | 103 | 4 | -2
16 | c1ccc(-c2noc(-c3cccnc3)n2)nc1 | -6 | 101 | 2 | 7

nr | LAP4 TOR yeast | EBNA-1 inh | MEP2-GFP yeast | ZTA counter
6 | 100 | -2 | 105 | 4
7 | 102 | -7 | 87 | -2
8 | 91 | -10 | 89 | 9
9 | 100 | 8 | 101 | 10
10 | 93 | 6 | 100 | -12
11 | 100 | -6 | 105 | 4
12 | 106 | 6 | 103 | 1
13 | 87 | -1 | 101 | 13
14 | 97 | -4 | 105 | 7
15 | 112 | 5 | 104 | -6
16 | 96 | -14 | 101 | 2

More structures:
nr | Molecule | AHR act | RPL19A-GFP yeast | proCasp3 act | procasp7 counter
17 | Cc1nn(Cc2ccc(Cl)cc2Cl)c(C)c1NC(=O)NC12CC3CC(CC(C3)C1)C2 | 5 | 103 | -10 | -6
18 | COc1ccc(-c2nnc(CSc3nc4ccccc4c(=O)n3CC(C)C)o2)cc1OC | 1 | 98 | 7 | 2
19 | Cc1nc2ccccn2c1C(=O)Nc1ccc(Cl)cc1 | 91* | 89 | 6 | 0
20 | CCCCc1ccc(-c2csc(/C(C#N)=C\c3ccco3)n2)cc1 | 7 | 104 | -18 | -25
21 | N#CC1=C(S)N(c2ccccc2)C2(CCCCC2)NC1=O | 0 | 92 | -2 | -8
22 | CC1CCC(NC(=O)CC(NC(N)=O)c2ccccc2Cl)CC1 (stereo not given) | 0 | 99 | -7 | 0
23 | OC(COC(c1ccc(F)cc1)c1ccc(F)cc1)CN1CCCC1 (stereo not given) | 4 | 103 | -7 | -15
24 | CC(=O)c1ccc(N2CCN(C(=O)Nc3cccc(F)c3)CC2)cc1 | -3 | 89 | 10 | 3

nr | LAP4 TOR yeast | EBNA-1 inh | MEP2-GFP yeast | ZTA counter
17 | 98 | 7 | 104 | -3
18 | 108 | 1 | 98 | 9
19 | 106 | 9 | 95 | -8
20 | 101 | -1 | 108 | 6
21 | 90 | -1 | 90 | 6
22 | 105 | -2 | 101 | -4
23 | 95 | -9 | 103 | -2
24 | 90 | -3 | ? | -7

Down the list, as entered above.
procasp7 counter for entries 17 to 24, in order: -6, 2, 0, -25, -8, 0, -15, 3
LAP4 TOR yeast for entries 17 to 24, in order: 98, 108, 106, 101, 90, 105, 95, 90
ZTA counter for entries 17 to 24, in order: -3, 9, -8, 6, 6, -4, -2, -7

More results.
nr | Molecule | AHR act | RPL19A-GFP yeast | proCasp3 act | procasp7 counter
25 | COc1ccc2[nH]c(C(=O)Nc3ccc(F)cc3Br)cc2c1 | 50* | 97 | 3 | 3
26 | CCOc1ccc(NC(=O)CSc2nncc(=O)n2N)cc1 | 1 | 103 | -5 | -16
27 | O=C(Nc1ccc(S(=O)(=O)NC2=NCCCCC2)cc1)c1ccc(=O)[nH]c1 | -2 | 95 | 0 | 8
28 | COc1ccc(Nc2n[nH]c(C)c2[N+](=O)[O-])cc1 | 0 | 106 | -4 | -1
29 | COc1ccc(-c2nn(-c3ccccc3C)cc2CNCCc2cnc[nH]2)cc1F | 2 | 102 | -3 | 1
30 | C#CCOCCOCCOCCNc1nc(N2CCN(C(=O)Cn3cc(CC(C)O)nn3)CC2)nc(N2CCN(C(=O)Cn3cc(CC(C)O)nn3)CC2)n1 (stereo not given) | 0 | 106 | 0 | -4
31 | CC(=O)NS(=O)(=O)c1ccc(N=NN2CCCCC2)cc1 | 4 | 118 | -4 | -3
32 | O=[N+]([O-])c1ccc(Oc2ccc(S(=O)(=O)N3CCCCC3)cc2)cc1 | -1 | 104 | -3 | -1

nr | LAP4 TOR yeast | EBNA-1 inh | MEP2-GFP yeast | ZTA counter
25 | 107 | 2 | 97 | 13
26 | 122 | -6 | 108 | -16
27 | 98 | 1 | 94 | -4
28 | 103 | -8 | 96 | 10
29 | 105 | 4 | 106 | 19
30 | 108 | 3 | 96 | 5
31 | 105 | 1 | 118 | 15
32 | 90 | 5 | 103 | -12

3 compounds from above, sorted by their value in proCasp3 act, high to low:
| no. | Molecule | AHR act | RPL19A-GFP yeast | proCasp3 act | LAP4 TOR yeast | EBNA-1 inh | MEP2-GFP yeast |
| --- | --- | --- | --- | --- | --- | --- | --- |
| 30 | C#CCOCCOCCOCCNc1nc(N2CCN(C(=O)Cn3cc(CC(C)O)nn3)CC2)nc(N2CCN(C(=O)Cn3cc(CC(C)O)nn3)CC2)n1 (stereo not given) | 0 | 106 | 0 | 108 | 3 | 96 |
| 31 | CC(=O)NS(=O)(=O)c1ccc(N=NN2CCCCC2)cc1 | 4 | 118 | -4 | 105 | 1 | 118 |
| 26 | CCOc1ccc(NC(=O)CSc2nncc(=O)n2N)cc1 | 1 | 103 | -5 | 122 | -6 | 108 |

Next structures follow:
nr | Molecule | AHR act | RPL19A-GFP yeast | proCasp3 act | procasp7 counter
33 | COC(=O)c1c(C)[nH]c(C(=O)C(C)OC(=O)C2CC(=O)N(CCc3ccccc3)C2)c1C (stereo not given) | 10 | 106 | 6 | 4
34 | COc1cccc(-c2nc(CS(=O)(=O)CC(=O)Nc3ccc(C(C)=O)cc3)c(C)o2)c1 | 4 | 101 | 7 | -1
35 | O=[N+]([O-])c1cccc(-n2nnnc2CN2CCCCCC2)c1 | 5 | 95 | 6 | 15
36 | CC(=O)Oc1ccc(-c2ccc(C(=O)OCC(=O)N(C)CC(=O)Nc3ccccc3Cl)cc2)cc1 | -2 | 99 | 5 | -3
37 | CCOC(=O)c1sc(=S)n(-c2ccc(F)c(F)c2)c1N | -1 | 110 | 2 | -1
38 | O=C(CN1CCN(c2cccc(Cl)c2)CC1)Nc1ccc([N+](=O)[O-])cc1C(=O)Nc1ccccc1F | 0 | 100 | -2 | -8
39 | CCOC(=O)N1CCC(N2Cc3cccc(C(=O)Nc4ccc(OCC)cc4)c3C2=O)CC1 | -1 | 98 | 1 | 11
40 | CSc1nc(N)c(NC(=O)c2ccc(Br)o2)c(=O)[nH]1 | 2 | 99 | 6 | -9

nr | LAP4 TOR yeast | EBNA-1 inh | MEP2-GFP yeast | ZTA counter
33 | 109 | / | 106 | -13
34 | 102 | -4 | 106 | -8
35 | 85 | -2 | 99 | -21
36 | 108 | -1 | 103 | 7
37 | 115 | 8 | 110 | 9
38 | 96 | 2 | 102 | 2
39 | 105 | 6 | 99 | 3
40 | 87 | 4 | 100 | -7

(more compounds)
nr | Molecule | AHR act | RPL19A-GFP yeast | proCasp3 act | procasp7 counter
41 | CCOc1ccc(CCNC(=O)CSc2n[nH]c(N)n2)cc1OCC | 13 | 106 | -8 | -13
42 | COCCn1c(=S)[nH]c2sc3c(c2c1=O)CCC(C)C3 (stereo not given) | 3 | 99 | 2 | 10
43 | C=CCN(CC=C)C(=O)C(=O)c1ccn(-c2c(C)csc2C(=O)OC)c1 | -4 | 101 | -6 | -4
44 | S=C(Nc1ccc(Cl)cc1)N1CCOCC1 | 0 | 102 | -4 | 1
45 | COc1cccc(/C=C/C(=O)Nc2cccc(C(C)=O)c2)c1OC | 24 | 102 | 3 | 11
46 | Cc1nn(-c2ccccc2)c(C)c1/C=N/NC(=O)c1cc(O)cc(O)c1 | 5 | 96 | -2 | -11
47 | Cc1cccc(NC(=S)Nn2cnnc2)c1C | -1 | 96 | -22 | -5
48 | CCCCSc1nc(C)[nH]c1[N+](=O)[O-] | -1 | 97 | 0 | -1

nr | LAP4 TOR yeast | EBNA-1 inh | MEP2-GFP yeast | ZTA counter
41 | 78 | 13 | 97 | 8
42 | 88 | -13 | 101 | -8
43 | 95 | 11 | 102 | -1
44 | 107 | 7 | 103 | 14
45 | 100 | 7 | 109 | 15
46 | 98 | -3 | 103 | -6
47 | 100 | -5 | 99 | -8
48 | 91 | -6 | 110 | -1

Remaining list, next part
nr | Molecule | AHR act | RPL19A-GFP yeast | proCasp3 act | procasp7 counter
49 | O=C(Nc1ccc(F)c(Cl)c1)c1ccc2c(c1)OCO2 | 8 | 107 | 4 | 0
50 | Cc1ccccc1Cn1c(=O)n(-c2ccccc2)c(=O)c2ccc(C(=O)NCc3ccco3)cc21 | 0 | 105 | 3 | -2
51 | C=CCNC(=O)COC(=O)c1cc(S(=O)(=O)N2CCCCC2)ccc1Cl | 1 | 93 | -2 | -1
52 | Cc1cccc(C)c1NC(=O)COC(=O)CNC(=O)C1CCCCC1 | -1 | 89 | -2 | -10

nr | LAP4 TOR yeast | EBNA-1 inh | MEP2-GFP yeast | ZTA counter
49 | 102 | 6 | 103 | -9
50 | 97 | 12 | 98 | 14
51 | 103 | -1 | 97 | -3
52 | 86 | / | 86 | 0

Entries above shown as hits in AHR act:
No.	SMILES	AHR act	RPL19A-GFP yeast	proCasp3 act	LAP4 TOR yeast	EBNA-1 inh	MEP2-GFP yeast
19	Cc1nc2ccccn2c1C(=O)Nc1ccc(Cl)cc1	91*	89	6	106	9	95
25	COc1ccc2[nH]c(C(=O)Nc3ccc(F)cc3Br)cc2c1	50*	97	3	107	2	97

Assay outcomes deposited in PubChem BioAssay by several laboratories.
